V-ATPase pHluor: alters yeast V-ATPase proton transport. S. cerevisiae, pHLuorin cytosolic pH fluorescence. response, % at 10 µM. hit rate 0.37% among 350,000. AID 504577; in the data active = response mostly above about 7.3%, no sharp cut-off; inactive = mostly below about 5.4%; also: actives read high; inactives centre near 0; some compounds called inactive have numbers as strong as hits; reference of the scale not given here
LANA DNA inh: blocks KSHV LANA C-terminal domain binding to DNA; MBP-C-LANA/FAM-LBS DNA binding, fluorescence polarization; inhibition, % at 9 µM; AID 504423; hit rate 0.078% among 340,000;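 active = highest replicate inhibition at or above 60% at 9 µM, even if other replicates fall short; inactive = all replicates below 60% inhibition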;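 also: 0% = neutral control wells and 100% = 4 µM acridine orange control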
Arr AP2 block: blocks beta-arrestin peptide binding to AP2 adaptin; FITC-arrestin peptide / GST-AP2 beads, flow cytometry; AP2 beta2 appendage carries R879A mutation; inhibition, % at 10 µM; hit rate 0.31% among 340,000; AID 504490;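 active = inhibition above a set limit, near 3 SD of compounds lacking own fluorescence, cut at about 54% in these data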;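 also: plate controls were DMSO wells for no effect and 5 µM unlabelled arrestin peptide for full effect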
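System: GST-AP2 R879A glutathione beads; medium: PBS, Tween 20 0.05%, BSA 0.1%; reagent: fluorescein-tagged arrestin peptide at 50 nM final; schedule: pre-incubation 12 min, peptide binding 1 h, room temperature; detection: flow cytometry, FL1 (488/535 nm); read-out: inhibition as reduced fluorescein signal on beads, percent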
NSD2 HMT inh: blocks human histone methyltransferase NSD2; NSD2 peptide methylation, AlphaScreen, 120 min; AID 743445; O96028; inhibition, % at 12.5 µM; hit rate 0.54% among 310,000; in the data active = inhibition above about 50%
Pemphigus Ab inh: blocks pemphigus antibody binding to human desmoglein-3; binding (percent of control), % at 10 µM; hit rate 0.48% among 310,000; DSG3-coupled beads, scFv-anti-DSG3-GFP binding, flow cytometry; stronger effect = lower value; P32926;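 active = binding more than 3 SD below its plate's average and above zero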; also: some compounds called inactive have numbers as strong as hits
Target sequence (P32926 whole entry, looked up): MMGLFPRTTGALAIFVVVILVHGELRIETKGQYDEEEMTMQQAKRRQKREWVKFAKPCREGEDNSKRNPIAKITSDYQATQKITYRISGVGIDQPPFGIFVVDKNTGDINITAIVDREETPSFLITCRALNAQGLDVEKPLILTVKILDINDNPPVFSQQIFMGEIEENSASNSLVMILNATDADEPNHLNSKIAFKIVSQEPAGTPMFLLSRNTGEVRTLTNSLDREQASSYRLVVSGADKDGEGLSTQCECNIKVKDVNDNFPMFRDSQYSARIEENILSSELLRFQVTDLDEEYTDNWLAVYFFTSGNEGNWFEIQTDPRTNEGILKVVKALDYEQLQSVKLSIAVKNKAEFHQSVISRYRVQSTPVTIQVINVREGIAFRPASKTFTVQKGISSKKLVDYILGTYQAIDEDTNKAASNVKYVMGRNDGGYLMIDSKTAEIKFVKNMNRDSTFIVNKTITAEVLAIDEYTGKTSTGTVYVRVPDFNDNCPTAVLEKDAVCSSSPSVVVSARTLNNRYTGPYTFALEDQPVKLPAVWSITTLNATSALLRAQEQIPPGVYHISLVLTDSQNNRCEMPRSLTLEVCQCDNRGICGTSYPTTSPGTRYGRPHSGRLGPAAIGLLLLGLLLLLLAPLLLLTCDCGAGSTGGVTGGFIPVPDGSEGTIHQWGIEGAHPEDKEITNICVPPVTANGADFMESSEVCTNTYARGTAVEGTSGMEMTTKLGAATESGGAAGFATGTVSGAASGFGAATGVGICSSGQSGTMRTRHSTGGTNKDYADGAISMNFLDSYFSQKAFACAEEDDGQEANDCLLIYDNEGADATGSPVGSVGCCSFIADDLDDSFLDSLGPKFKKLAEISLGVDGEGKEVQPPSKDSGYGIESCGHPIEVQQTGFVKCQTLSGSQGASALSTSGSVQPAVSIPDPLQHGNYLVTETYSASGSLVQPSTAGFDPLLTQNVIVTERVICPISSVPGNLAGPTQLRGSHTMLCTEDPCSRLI
Keap1-Nrf2 PPI: disrupts human Keap1 binding to Nrf2 peptide; AID 504523; Keap1 Kelch-Nrf2 peptide fluorescence polarization, 1536-well; inhibition, % at 9.4 µM; hit rate 0.15% among 340,000; Q14145; in the data active = inhibition above about 12%;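 also: human Keap1 Kelch domain with fluorescein labeled Nrf2 9mer peptide probe; 0% = neutral control wells and 100% = peptide positive control; higher means more block of Keap1 binding to Nrf2 peptide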
CAL PDZ FP-1: blocks peptide binding to human CAL PDZ domain. Q9HD26. purified CAL PDZ, TMR-peptide fluorescence polarization, 1 h. inhibition, % at 20 µM. hit rate 0.02% among 330,000. AID 504414;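 active = highest replicate inhibition of at least 40%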;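 also: plate controls were DMSO neutral control wells for no effect and unlabeled competitor peptide control wells for full effect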
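material = purified tagged CAL PDZ domain construct (CerCALP) | compound dosing = 20 µM, one dose | times = 1 h at RT | measured by = fluorescence polarization from S- and P-plane intensities, G-factor corrected | read-out = inhibition from polarization loss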
CAL PDZ FP-2: blocks peptide binding to the human CAL PDZ domain. hit rate 0.92% among 300,000. purified CAL PDZ, TMR-peptide fluorescence polarization, 1 h. AID 602252. inhibition, % at 24.9 µM. Q9HD26;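 active = mean inhibition of at least 30% with at least half of replicates also reaching 30%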;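 also: 0% = DMSO neutral control and 100% = excess unlabeled competitor peptide PRC23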
RTF Ca sens inh: cardiac RTF calcium desensitization; hit rate 0.12% among 340,000; inhibition, % at 7.15 µM; IANBD-labeled cardiac RTF, Ca2+ fluorescence; P19429+P45379; AID 493244;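 active = inhibition above the mean inhibition of all tested compounds plus 3 SD, cut at about 17% in these data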;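 also: assay run at fixed EC70 calcium of 1.6 mM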
DAGLB inhibitor: blocks human DAGLB lipase activity | hit rate 0.059% among 340,000 | AID 504411 | inhibition, % at 5.17 µM | HEK293T DAGLB membrane lysate, EnzChek fluorogenic substrate | Q8NCG7; in the data active = inhibition above about 34%;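 also: 0% = enzyme with vehicle and 100% = wells lacking enzyme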
Starred values were filed as active, the others as inactive; nt = no result given. This is a subset. The share of hits here may be higher or lower than overall.

1) O=[n+]1cc(-c2ccc(Cl)cc2)n([O-])c2c1CCCCC2
2) Cn1c2c(c(=O)n(C)c1=O)C1c3ccccc3OCC1C(C)(C)O2 (stereo not given)
3) Clc1ccc(-c2ccc(/C=N/Nc3nncc(-c4ccccc4)n3)o2)cc1
4) CCc1ccccc1N(CC(=O)N1CCCCCC1)S(C)(=O)=O
5) CCCOCCOC(=O)C1=C(C)NC(=O)NC1c1cc(Cl)c(O)c(OC)c1 (stereo not given)
6) CCN(C(=O)c1ccc2c(=O)n3c(nc2c1)CCCCC3)c1ccccc1C
7) CC(C)Nc1ncnc2[nH]ncc12
8) Cc1cc(Cl)ccc1NC(=S)NCCc1ccc(Cl)cc1
screen / no.,1,2,3,4,5,6,7,8
V-ATPase pHluor,0,4,-1,1,4,6,11,7
LANA DNA inh,2.0,-0.2,0.2,-1.4,0.8,-0.1,-2.1,0.2
Arr AP2 block,6,19,5,-3,21,11,-2,1
NSD2 HMT inh,-1,nt,1,-1,0,0,-3,-1
Pemphigus Ab inh,101,105,96,96,106,111,87,117
Keap1-Nrf2 PPI,-4,-2,-4,1,0,3,-3,-1
CAL PDZ FP-1,-2.3,-0.2,-4.1,-0.6,-2.9,-1.5,0.1,-1.8
CAL PDZ FP-2,-2,0,-5,-6,-2,-5,-3,-5
RTF Ca sens inh,14,-5,-11,3,1,-4,0,-5
DAGLB inhibitor,-3,-1,0,-1,-3,1,-1,-8

Part of the list above with just V-ATPase pHluor and NSD2 HMT inh:
entry | mol | V-ATPase pHluor | NSD2 HMT inh
2 | Cn1c2c(c(=O)n(C)c1=O)C1c3ccccc3OCC1C(C)(C)O2 (stereo not given) | 4 | nt
3 | Clc1ccc(-c2ccc(/C=N/Nc3nncc(-c4ccccc4)n3)o2)cc1 | -1 | 1
4 | CCc1ccccc1N(CC(=O)N1CCCCCC1)S(C)(=O)=O | 1 | -1
5 | CCCOCCOC(=O)C1=C(C)NC(=O)NC1c1cc(Cl)c(O)c(OC)c1 (stereo not given) | 4 | 0
6 | CCN(C(=O)c1ccc2c(=O)n3c(nc2c1)CCCCC3)c1ccccc1C | 6 | 0

(more compounds)
9) Cc1cc(OCC(=O)N2CCC(C(=O)O)CC2)c2c(C)c(C)c(=O)oc2c1
10) O=C(NCCOC(=O)c1ccc([N+](=O)[O-])cc1)c1cccnc1
11) CC(N)C12CC3CC(CC(O)(C3)C1)C2 (stereo not given)
12) CCC1CCCCN1CCCNC(=O)c1nn(C)c2c1CS(=O)(=O)c1ccccc1-2 (stereo not given)
13) N#Cc1c(SCC(=O)OCc2ccccc2)nsc1SCC(=O)OCc1ccccc1
14) COc1cccc(/C=C/c2ccc3cccc(O)c3n2)c1
15) COc1cccc(CN(C)CC(O)COC(c2ccccc2)c2ccccc2C)c1 (stereo not given)
16) O=C(NCCO)/C(=C\c1ccc2c(c1)OCO2)NC(=O)c1ccc(Br)cc1
screen / no.,9,10,11,12,13,14,15,16
V-ATPase pHluor,-1,-2,-3,1,-1,0,-2,-2
LANA DNA inh,1.6,1.5,0.2,-0.4,4.0,-0.5,0.3,1.9
Arr AP2 block,-1,8,36,-10,4,-10,-5,1
NSD2 HMT inh,nt,1,-1,2,126*,1,6,-3
Pemphigus Ab inh,106,104,77,89,96,222,nt,98
Keap1-Nrf2 PPI,-7,-5,0,1,-7,-10,-3,1
CAL PDZ FP-1,-0.7,-0.5,-1.2,-1.9,-0.9,-1.5,-0.5,0.0
CAL PDZ FP-2,2,-7,1,1,-3,-4,nt,-5
RTF Ca sens inh,-2,-13,0,-4,-12,-6,-1,-1
DAGLB inhibitor,0,-1,-2,1,-10,-6,-3,-2

17) CCc1ccccc1NC(=O)CSC1=C(C#N)C(c2ccc(O)c(OC)c2)C2=C(CCCC2=O)N1 (stereo not given)
18) COc1ccc(CCNC(=O)C(=O)NCc2cccs2)cc1OC
19) O=C(CSc1nc2c(sc3ccccc32)c(=O)n1CCO)NCC1CCCO1 (stereo not given)
20) CCc1ccc(S(=O)(=O)Nc2ccc(C)c(NS(C)(=O)=O)c2)cc1
21) N#CC1=C(N)Oc2cc3c(cc2C1c1ccc(Cl)cc1)OCO3 (stereo not given)
22) NCc1cc2c3c(c1)CCCN3CCC2
23) C/C(Cc1ccccc1)=N/NC(=O)CCCC(=O)N/N=C(/C)Cc1ccccc1
24) CC(C)CC(=O)Nc1ccc(N2CCOCC2)cc1
screen / no.,17,18,19,20,21,22,23,24
V-ATPase pHluor,-1,-1,4,2,0,1,0,3
LANA DNA inh,-2.2,2.2,0.0,0.7,1.2,-25,-0.7,0.4
Arr AP2 block,10,2,-2,12,7,12,4,1
NSD2 HMT inh,-3,6,nt,-2,-3,15,2,1
Pemphigus Ab inh,75,96,99,99,105,89,91,97
Keap1-Nrf2 PPI,-7,-1,3,-3,1,4,-1,-1
CAL PDZ FP-1,-2.3,-0.4,-0.8,-1.4,-2.5,-0.2,-0.7,-0.4
CAL PDZ FP-2,0,0,-4,-2,-1,-2,2,-4
RTF Ca sens inh,-4,7,2,nt,-1,-11,-9,-8
DAGLB inhibitor,0,-3,0,nt,1,2,-2,-3

25) Cc1ccc2nc(SCc3nc4cc(Cl)ccc4c(=O)[nH]3)[nH]c2c1
26) COC(=O)c1cccc(NC(=O)c2ccc(OC)c(Cl)c2)c1
27) CCOC(=O)c1ccc(NC(=O)COc2ccc(CNCCO)cc2OCC)cc1
28) CC1CCCCN1C(=O)Cn1cnc2c1c(=O)n(C)c(=O)n2C (stereo not given)
29) CC(C)(C)C(=O)Nc1ccccc1C(=O)NCCCn1ccnc1
30) CCN(C(=O)COC(=O)c1nc(Cl)ccc1Cl)c1c(N)n(Cc2ccccc2)c(=O)[nH]c1=O
31) CCN1CCN(C(=O)C(=O)c2cn(CC(=O)N3CCCC3)c3ccccc23)CC1
32) O=C(Cn1c(=O)oc2ccc(Cl)cc21)NC1CCCCC1
screen / no.,25,26,27,28,29,30,31,32
V-ATPase pHluor,0,0,2,-2,-1,1,-1,0
LANA DNA inh,-0.5,-1.1,2.4,-0.6,-0.3,-0.1,1.2,2.1
Arr AP2 block,26,10,26,-7,3,-5,7,-3
NSD2 HMT inh,-1,-1,4,5,-5,1,2,-4
Pemphigus Ab inh,109,118,103,108,99,nt,nt,104
Keap1-Nrf2 PPI,-4,-4,4,0,5,-1,1,-5
CAL PDZ FP-1,-0.3,-2.8,-3.1,-1.6,-1.1,-1.3,-2.0,-2.8
CAL PDZ FP-2,4,3,-3,0,-3,-1,-2,-4
RTF Ca sens inh,1,-1,-5,-5,-5,2,-6,1
DAGLB inhibitor,1,-4,0,3,-3,1,-1,1

33) COc1ccc(NC(=O)CN(C)C(=O)c2c(C)nn(Cc3ccccc3)c2C)cc1
34) COc1ccc(C(=O)N2CCC(C(=O)Nc3ccccc3C)CC2)cc1OC
35) CC(NC(=O)Cc1ccc([N+](=O)[O-])cc1)c1ccc2c(c1)OCO2 (stereo not given)
36) CSc1ccccc1OCc1cc(C(=O)N(C)Cc2ccc3nsnc3c2)no1
37) COc1cccc(NC(=O)CN(C)S(=O)(=O)c2ccc3[nH]c(=O)oc3c2)c1
38) O=C(Cn1cnc2ccccc21)N/N=C/c1ccccc1[N+](=O)[O-]
39) CC1CCN(Cc2nnc(-c3cccc(Br)c3)o2)CC1
40) CC(=O)Nc1ccc(C(=O)Nc2ccncc2)cc1
screen / no.,33,34,35,36,37,38,39,40
V-ATPase pHluor,-1,-2,-3,-3,2,4,-2,-2
LANA DNA inh,0.2,0.7,-0.7,0.1,-1.4,-0.5,1.8,0.4
Arr AP2 block,5,-13,-2,-6,-4,-4,-3,6
NSD2 HMT inh,6,-2,nt,-1,-10,2,7,-1
Pemphigus Ab inh,100,108,107,nt,106,81,113,103
Keap1-Nrf2 PPI,-5,-3,-2,0,-5,3,-6,-1
CAL PDZ FP-1,-2.6,-1.6,-0.3,-4.3,-1.3,-2.3,-0.4,9.4
CAL PDZ FP-2,-4,nt,3,-1,-6,-3,-1,-6
RTF Ca sens inh,-6,-9,0,-3,7,0,-14,-4
DAGLB inhibitor,1,2,2,-2,2,0,-5,-3

Entries of single compounds from above. Screens in order: V-ATPase pHluor	LANA DNA inh	Arr AP2 block	NSD2 HMT inh	Pemphigus Ab inh	Keap1-Nrf2 PPI	CAL PDZ FP-1	CAL PDZ FP-2	RTF Ca sens inh	DAGLB inhibitor
Listed for COc1ccc(NC(=O)CN(C)C(=O)c2c(C)nn(Cc3ccccc3)c2C)cc1 : -1	0.2	5	6	100	-5	-2.6	-4	-6	1
Listed for CC(=O)Nc1ccc(C(=O)Nc2ccncc2)cc1 : -2	0.4	6	-1	103	-1	9.4	-6	-4	-3

Additional records:
41) COc1ccc(OCC(=O)N/N=C/c2ccc(N(C)C)cc2)cc1
42) COc1ccc(/C=N/n2c(C)cc(C)cc2=O)cc1
43) COc1c(C)cc(C(=O)C2CCCN(C(=O)c3snnc3C)C2)cc1C (stereo not given)
44) S=c1[nH]c2nc(Cl)c(Cl)nc2[nH]1
45) Cc1cc(C)c2nc(N3CCCC(C(=O)NCCN4CCOCC4)C3)sc2c1 (stereo not given)
46) COc1ccc(C(=O)Sc2ccc(Cl)cc2)cc1OC
47) O=C(CN1CCOCC1)Nc1ncc(Cc2cccc3ccccc23)s1
48) CC(=O)CC(=O)Nc1ccc(Nc2ccccc2)cc1
screen / no.,41,42,43,44,45,46,47,48
V-ATPase pHluor,-2,-1,2,-3,1,-2,2,-1
LANA DNA inh,0.4,-0.8,1.3,nt,0.8,-1.2,-2.0,1.5
Arr AP2 block,29,15,4,nt,-2,28,-1,7
NSD2 HMT inh,4,-2,-1,1,-5,-2,nt,0
Pemphigus Ab inh,92,98,83,99,104,95,100,96
Keap1-Nrf2 PPI,-6,2,-1,nt,-11,-4,-2,-1
CAL PDZ FP-1,-2.0,-0.8,-1.9,nt,-1.0,1.1,-2.8,0.5
CAL PDZ FP-2,-1,0,7,nt,-4,-2,0,10
RTF Ca sens inh,-5,-3,-22,nt,-7,0,-3,-16
DAGLB inhibitor,-1,1,-1,0,1,-8,4,4

49) Cn1c(C(=O)O)c(CC(=O)Nc2ccccc2F)c2ccccc21
50) CCC(C)N(CCNC(=O)CC1Oc2ccc(C)cc2NC1=O)C1CCCCC1 (stereo not given)
51) CCc1ccc2c(c1)C(c1ccc([N+](=O)[O-])cc1)=NNC(c1ccccc1)=N2
52) Cc1nc2ccc(S(=O)(=O)Nc3cccc(-c4nc5cccnc5s4)c3C)cc2s1
53) COC(=O)CSc1nnc(CCc2ccccc2)n1C
screen / no.,49,50,51,52,53
V-ATPase pHluor,-1,-3,-4,-7,2
LANA DNA inh,1.0,4.0,-0.4,0.2,0.0
Arr AP2 block,-1,1,-3,21,4
NSD2 HMT inh,-4,nt,4,nt,-4
Pemphigus Ab inh,105,110,107,107,108
Keap1-Nrf2 PPI,-3,-2,1,0,-6
CAL PDZ FP-1,-2.6,-0.2,-1.5,-1.8,-0.1
CAL PDZ FP-2,2,-3,3,nt,0
RTF Ca sens inh,2,0,-4,-4,-7
DAGLB inhibitor,-3,2,-5,3,0
